From PubChem
APOBEC3G inh: APOBEC3G (human) deaminase inhibition | Q9HC16 | recombinant A3G, ssDNA deamination FAM/TAMRA fluorescence | inhibition, % at 20 µM | hit rate 0.28% among 330,000;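 active means inhibition of at least 40% at 20 µM, with no more than 30% in the related APOBEC3A deaminase screen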;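 further: plate controls were DMSO wells with A3G for no effect and wells lacking A3G enzyme for full effect; some compounds called inactive have numbers as strong as hits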
Target sequence (Q9HC16 whole entry, looked up): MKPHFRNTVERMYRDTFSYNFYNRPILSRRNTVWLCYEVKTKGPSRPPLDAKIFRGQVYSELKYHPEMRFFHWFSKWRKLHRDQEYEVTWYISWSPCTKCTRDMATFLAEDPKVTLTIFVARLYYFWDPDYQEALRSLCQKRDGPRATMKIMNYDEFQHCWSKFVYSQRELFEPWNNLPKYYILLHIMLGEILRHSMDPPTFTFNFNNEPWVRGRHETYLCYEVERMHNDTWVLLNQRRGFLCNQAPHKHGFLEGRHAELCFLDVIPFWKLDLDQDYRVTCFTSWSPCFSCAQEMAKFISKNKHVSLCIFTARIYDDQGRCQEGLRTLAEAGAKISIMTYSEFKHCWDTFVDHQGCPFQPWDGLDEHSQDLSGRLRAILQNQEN
MPTP block: blocks calcium-induced mitochondrial swelling | inhibition, % at 10 µM | isolated mouse mitochondria, Ca2+ swelling absorbance, 30 min | hit rate 1.4% among 360,000 | AID 602449;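 active means inhibition of 50% or more, scaled per plate between neutral and stimulator controls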;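 further: 0% = DMSO wells given calcium and 100% = 1 mM EGTA wells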
mIAP act: increases mouse intestinal alkaline phosphatase activity; activation factor at 10 µM; hit rate 0.24% among 330,000; AID 2805; muIAP, CDP-Star luminescence, 30 min; active compounds read high; 1 = vehicle-only enzyme signal, 0 = enzyme-free wells;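 active means activation factor of at least 2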; further: the source names both 10 and 20 µM as test concentration; values of inactives mirror those of a sister screen read the other way
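also added = chemiluminescent substrate CDP-Star | test system = mouse IAP enzyme | signal = chemiluminescence readout | compound = DMSO-dissolved test compounds | incubation = 30 min at room temperature | benchmarks = DMSO wells, no-enzyme wells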
hIAP inh: blocks human intestinal alkaline phosphatase; P09923; purified IAP, CDP-Star luminescence, 30 min; inhibition, % at 10 µM; hit rate 0.12% among 330,000;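 active means inhibition reaching a set limit with compound at 10 µM in the primary screen, cut at about 35% in these data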;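 further: plate controls were DMSO wells with enzyme for no effect and no-enzyme buffer wells for full effect; values of inactives mirror those of a sister screen read the other way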
A3A deaminase: blocks human APOBEC3A ssDNA deamination | P31941 | recombinant A3A, FAM/TAMRA ssDNA deamination fluorescence | inhibition, % at 20 µM | hit rate 0.41% among 330,000 | AID 493011;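 active means at least 40% inhibition at 20 µM here, with at most 30% in a related deaminase screen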;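 further: plate controls were A3A with DMSO for no effect and wells lacking A3A enzyme for full effect; some results filed as inactive read as strong as hits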
Target sequence (P31941 whole entry, looked up): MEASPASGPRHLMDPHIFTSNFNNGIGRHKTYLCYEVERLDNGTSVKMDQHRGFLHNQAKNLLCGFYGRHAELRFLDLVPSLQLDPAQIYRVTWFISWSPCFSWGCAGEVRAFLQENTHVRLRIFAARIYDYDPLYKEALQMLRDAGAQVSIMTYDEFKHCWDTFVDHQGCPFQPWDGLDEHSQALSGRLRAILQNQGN
hIAP activ: human IAP activation | activation factor at 10 µM | purified human IAP, CDP-Star luminescence, 30 min; active compounds read high; 1 = vehicle-only enzyme, 0 = enzyme-free background | hit rate 0.16% among 330,000 | P09923 | AID 2524;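 active means activation factor of the enzyme at least 2-fold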; further: the source names both 10 and 20 µM as test concentration; values of inactives mirror those of a sister screen read the other way
MIN6 prolif: inducers of beta-cell replication in MIN6 cells. MIN6 cells proliferation, ATPlite luminescence, 48 h; cells starved in 0.2% serum; 100% = growth in 10% serum. proliferation, % at 10 µM. hit rate 0.29% among 330,000. AID 2380;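 active means compounds whose signal lies at least 3.5 SD above the mean of all wells on their plate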;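 further: 0% = DMSO-treated cells in low-serum medium and 100% = 10% serum control; some compounds called inactive have numbers as strong as hits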
mIAP inh: mouse IAP inhibition; purified mouse IAP, CDP-Star luminescence, 30 min; inhibition, % at 10 µM; hit rate 0.2% among 330,000; AID 2806;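 active means inhibition of at least 40% at 10 µM in the primary screen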;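 further: plate controls were DMSO with enzyme for no effect and no enzyme wells for full effect; values of inactives mirror those of a sister screen read the other way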
ATG4B inh: ATG4B (human) cysteine protease inhibition; Q9Y4P1; inhibition, % at 8.33 µM; AID 504462; hit rate 0.51% among 340,000; ATG4B cleavage of LC3-PLA2, NBD-HPC fluorescence, 1 h; in the data active means inhibition above about 40%
Target sequence (Q9Y4P1 whole entry, looked up): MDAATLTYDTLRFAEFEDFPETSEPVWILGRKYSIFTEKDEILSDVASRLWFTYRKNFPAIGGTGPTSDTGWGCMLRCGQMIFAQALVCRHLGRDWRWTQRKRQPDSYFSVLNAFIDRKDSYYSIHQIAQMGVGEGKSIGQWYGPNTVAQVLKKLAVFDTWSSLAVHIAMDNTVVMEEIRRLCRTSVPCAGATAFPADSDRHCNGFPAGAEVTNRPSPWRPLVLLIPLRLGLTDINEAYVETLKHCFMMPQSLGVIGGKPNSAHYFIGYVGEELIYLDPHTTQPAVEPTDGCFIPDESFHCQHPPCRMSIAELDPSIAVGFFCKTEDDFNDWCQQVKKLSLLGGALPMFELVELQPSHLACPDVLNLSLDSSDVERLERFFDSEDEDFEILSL
* marks the source's active call; other numbers are inactive results; / = not tested or not shown.

SMILES	APOBEC3G inh	MPTP block	mIAP act	hIAP inh	A3A deaminase	hIAP activ	MIN6 prolif	mIAP inh	ATG4B inh
NNc1ncnc2sc3c(c12)CCC3	-4	1.4	0.9	10	-2	0.9	2	10	2
CNC(=S)N/N=C/c1cc(Br)c(OCc2ccncc2)c(OC)c1	-4	1.0	0.95	4	-2	0.96	0	5	-6
Cc1cc(S(=O)(=O)N2CCC3(CC2)OCCO3)c(C)cc1Cl	-5	-0.5	0.97	-3	2	1	1	3	10
O=C(Cn1ccc([N+](=O)[O-])n1)NCc1cccs1	-3	0.2	0.93	-7	-3	1.1	-1	7	-5
CCNC(=S)NNC(=O)C(c1ccccc1)c1ccccc1	0	0.6	1	14	-5	0.86	0	0	-4
CCOC(=O)Cc1csc(NC(=O)Nc2ccc(F)cc2)n1	-4	27	1.1	-15	0	1.2	0	-10	4
CCN(CC)c1ccc(-c2nn3c(-c4ccccc4OC)nnc3s2)cc1	-2	18	1.3	-11	2	1.1	-6	-27	18
CC1(C)CC2CC(C)(CN2C(=O)c2cccs2)C1 (stereo not drawn)	-1	0.2	1.1	0	2	1	-4	-5	-12
COc1ccc(Cn2c(O)c(C=Nc3ccccc3C(=O)O)c3ccccc3c2=O)cc1	-7	5.9	1.1	-10	-6	1.1	-4	-5	17
Nc1c(C(=O)CSc2nncn2-c2ccccc2)c(=O)[nH]c(=O)n1C1CC1	-11	1.1	0.96	3	-6	0.97	-3	4	1
COc1ccccc1C(=O)NCC(=O)OCC(=O)NNC(=O)c1ccc(Br)cc1	-7	-0.4	0.85	-25	0	1.2	-4	15	0
CN1CCN(c2nc3ccccc3nc2C(C#N)S(=O)(=O)c2ccccc2)CC1 (stereo not drawn)	-15	/	0.96	6	-7	0.94	-1	4	-8
COc1ccccc1CCC(=O)Nc1cccc(S(=O)(=O)N2CCCCCC2)c1	-7	1.9	1.4	-5	0	1.1	-5	-44	19
Cc1cccc(OCC(=O)N2CCOCC2)c1	-10	-1.0	1	5	-5	0.95	0	-3	4
CC(C)C1(CCNC(=O)c2cccs2)CCOC(C)(C)C1 (stereo not drawn)	-8	0.1	1	-9	0	1.1	-1	-4	0

Two entries picked at random from those above, as already listed:
SMILES	APOBEC3G inh	MPTP block	mIAP act	hIAP inh	A3A deaminase	hIAP activ	MIN6 prolif	mIAP inh	ATG4B inh
COc1ccc(Cn2c(O)c(C=Nc3ccccc3C(=O)O)c3ccccc3c2=O)cc1	-7	5.9	1.1	-10	-6	1.1	-4	-5	17
CCNC(=S)NNC(=O)C(c1ccccc1)c1ccccc1	0	0.6	1	14	-5	0.86	0	0	-4

Remaining list, next part.
SMILES	APOBEC3G inh	MPTP block	mIAP act	hIAP inh	A3A deaminase	hIAP activ	MIN6 prolif	mIAP inh	ATG4B inh
COCC(C)NC(=O)CCc1nnc(C2(c3ccc(Cl)cc3)CCC2)o1 (stereo not drawn)	-5	-0.2	0.97	-22	-2	1.2	-1	3	9
CC(C)(C)OC(=O)N[C@@H](Cc1ccccc1)C(=O)NCC1CCC(C(=O)N[C@@H](CCC(N)=O)C(=O)O)CC1 (stereo partly drawn)	-4	0.1	0.93	-3	0	1	-4	7	-1
COC(=O)[C@@H]1Cc2c([nH]c3ccccc23)C(C)(C)N1C(=O)CCl	-6	-1.0	0.97	-28	-2	1.3	-6	3	-1
O=C(NCc1ccccc1OC(F)(F)F)C1CCC(=O)N(C2CC2)C1 (stereo not drawn)	-1	0.3	0.93	-1	3	1	-5	7	3
CCCOc1ccc(NC(=O)CNC(=O)c2cc(OC)cc(OC)c2)cc1OCCC	-7	1.7	0.95	11	-2	0.89	-4	5	-1
CCC(=O)Nc1nnc(-c2ccc(OC)cc2)o1	-5	0.4	0.99	14	-4	0.86	2	1	-3
NS(=O)(=O)c1ccc(CNC(=S)NCc2ccc(F)cc2)cc1	8	-0.1	1.1	-15	1	1.2	-1	-11	-3
Cc1ccc(S(=O)(=O)N(CC(=O)Nc2cccc(N(C)S(C)(=O)=O)c2)c2ccc(Cl)c(Cl)c2)cc1	1	14	2.6*	-14	-1	1.1	-3	-158	-19
O=C(CSc1ncnc2sc3c(c12)CCCC3)c1ccco1	10	2.0	0.92	-22	11	1.2	-3	8	41*
OCCN1CCN(c2ncnc3nc[nH]c23)CC1	-3	0.0	0.92	-3	51*	1	3	8	2
CCC(=O)NC(=S)Nc1ccc(S(=O)(=O)NC(C)C)cc1	-3	-0.5	0.95	20	-2	0.8	-2	5	3
CN(C(=O)CCN1C(=O)c2ccccc2C1=O)C1CCCCC1	-4	-0.7	1	-5	0	1.1	-2	-2	1
COc1ccc(S(=O)(=O)N(Cc2ccccc2)Cc2nc(-c3ccccc3)no2)cc1	-1	4.4	0.93	-1	-2	1	0	7	10
COc1ccc(/C=C/C(=O)NC(=S)NCCc2ccc(OC)c(OC)c2)cc1	-1	0.9	0.91	-3	-1	1	4	9	-11
O=CNc1ccccc1Oc1ccccc1	-1	-0.8	1	3	-1	0.97	-2	0	-2

The final two compounds of the part before are carried over, then new ones follow.
SMILES	APOBEC3G inh	MPTP block	mIAP act	hIAP inh	A3A deaminase	hIAP activ	MIN6 prolif	mIAP inh	ATG4B inh
COc1ccc(/C=C/C(=O)NC(=S)NCCc2ccc(OC)c(OC)c2)cc1	-1	0.9	0.91	-3	-1	1	4	9	-11
O=CNc1ccccc1Oc1ccccc1	-1	-0.8	1	3	-1	0.97	-2	0	-2
CCOC(=O)CSc1nnc(CCCCCN2C(=O)c3cccc4cccc(c34)C2=O)o1	-8	3.5	0.85	3	-1	0.97	-2	15	-22
CCCNc1nc2c(c(=O)n(C)c(=O)n2C)n1CCCc1ccccc1	6	1.7	1.2	0	-2	1	-2	-20	7
CC1CC(C)CN(C(=O)COC(=O)C2CCN(S(=O)(=O)c3ccc4c(c3)OCCO4)CC2)C1 (stereo not drawn)	-2	0.1	0.96	-18	0	1.2	-5	4	2
COc1ccccc1NC(=O)C1=C(C)NC2=C(C(=O)CCC2)C1c1ccc(C)o1 (stereo not drawn)	-6	-0.7	0.91	9	-1	0.91	-2	9	-2
Cn1ncc(Br)c1C(=O)NC12CC3CC(CC(C3)C1)C2	-2	-1.2	1	-24	-1	1.2	-1	-3	27
Cc1ccc(C(=O)Nn2cnc3scc(-c4cccs4)c3c2=O)c(O)c1	6	30	0.77	2	2	0.98	-3	23	5
COc1ccc(OC)c(NC(=O)c2cc(-c3ccc(C)cc3O)n[nH]2)c1	-5	11	1	-116	-2	2.2*	-3	-4	-15
O=C(Oc1ccc2c(c1)OCO2)c1cc2c(s1)CCC2	29	-0.1	0.91	26	62*	0.74	-5	9	27
Cc1cc([N+](=O)[O-])ccc1NC(=O)Cc1ccc(F)cc1	-10	3.1	0.99	0	0	1	6	1	-3
CC(C)NCC(=O)C12CC3CC(CC(C3)C1)C2	14	1.6	0.92	3	-3	0.97	0	8	-6
Cc1oc(=O)cc(OCc2ccccc2)c1C	2	1.4	0.93	/	-1	/	/	7	3
Cc1ccc(NC(=O)Nc2cccc([N+](=O)[O-])c2)cc1F	-7	105*	1	-2	1	1	0	0	17
COc1ccc(OC)c(S(=O)(=O)N2CCCC2C(=O)NC(C)c2ccccc2)c1 (stereo not drawn)	-9	-1.9	0.97	-11	-5	1.1	0	3	-1
Cc1ccc(C(=O)OCC(=O)N2CCCCCC2)cc1S(=O)(=O)N1CCOCC1	0	0.2	0.96	6	4	0.94	-1	4	-6
CC(=O)Nc1ccc(NC(=O)c2cc([N+](=O)[O-])cc([N+](=O)[O-])c2)cc1	-1	0.2	1	-5	2	1.1	-2	-2	-4

Whole records as entered above. Order of values: APOBEC3G inh | MPTP block | mIAP act | hIAP inh | A3A deaminase | hIAP activ | MIN6 prolif | mIAP inh | ATG4B inh
Listed for `COc1ccccc1NC(=O)C1=C(C)NC2=C(C(=O)CCC2)C1c1ccc(C)o1` (stereo not drawn) → -6 | -0.7 | 0.91 | 9 | -1 | 0.91 | -2 | 9 | -2
Listed for `COc1ccc(OC)c(S(=O)(=O)N2CCCC2C(=O)NC(C)c2ccccc2)c1` (stereo not drawn) → -9 | -1.9 | 0.97 | -11 | -5 | 1.1 | 0 | 3 | -1

Next records.
SMILES	APOBEC3G inh	MPTP block	mIAP act	hIAP inh	A3A deaminase	hIAP activ	MIN6 prolif	mIAP inh	ATG4B inh
COc1ccc(CC(=O)O/N=C(\N)c2ccncc2)cc1	-1	1.5	0.98	-14	0	1.1	0	2	7
Nc1ncnc2c1ncn2[C@@H]1O[C@H](CNCc2ccc(OCc3ccccc3)cc2)[C@@H](O)[C@H]1O	0	-0.5	0.92	-1	0	1	-2	8	-7
Cc1ccc(/C=C2\Oc3c(ccc(O)c3CN3CCN(CCO)CC3)C2=O)cc1	-11	-2.3	0.9	7	-4	0.93	1	10	-3
COc1ccc(NC(=O)Cn2cc(C#N)c3ccccc32)cc1	-7	0.7	1.1	-2	1	1	-1	-6	3
COc1ccc(C(=O)Nc2ccc(S(=O)(=O)Nc3nccc(C)n3)cc2)cc1OC	-5	-0.1	0.98	3	0	0.97	0	2	-10
N#CC1=C(N)NC(SCc2ccc(F)cc2)=C(C#N)C12CCCCC2	-6	43	1.1	-7	-3	1.1	-4	-6	3
Cc1cccc(OCC(=O)NNC(=O)CCN2CCN(c3ccccc3)CC2)c1C	-6	-0.3	0.93	-33	-1	1.3	3	7	-6
Cc1cccc(/C(N)=N/OC(=O)c2ccncc2)c1	6	2.2	0.97	-13	-4	1.1	-6	2	9
CC(C)C(CCNCc1ccccn1)c1ccc(Cl)cc1 (stereo not drawn)	-5	-0.5	1.1	-22	-1	1.2	3	-6	3
CCOc1ccccc1NC(=S)N1CCCCCC1	-7	0.2	1	10	-3	0.9	0	-1	4
O=C(CCc1ccccc1)NNC(=S)NCCc1ccccc1	-8	-1.1	0.95	-46	-5	1.5	5	5	1
COc1ccc(/C=C2\SC(=S)N(CCCCCC(=O)Nc3cc(C)on3)C2=O)cc1OC	-4	0.9	0.89	-12	0	1.1	-4	11	4
CCCS(=O)(=O)N1CCC(C(=O)N2CCC(Cc3ccccc3)CC2)CC1	7	-9.0	1.1	-8	3	1.1	-4	-6	-2
CCc1ccc(NC(=O)Nc2ccon2)cc1	-3	0.2	1.1	-15	2	1.2	0	-7	-4
CC(C)CC(OC(=O)c1ccco1)C(=O)NCC1CCCO1 (stereo not drawn)	-4	-1.4	0.97	-14	-3	1.1	0	3	3
N#CCN(N=Nc1ccccc1)c1ccccc1	0	1.3	0.99	16	1	0.84	-1	1	3
CC(=O)N1[C@H](Cc2ccccc2)C=C[C@]1(C)C(=O)NCc1ccccn1	-9	1.7	0.94	11	-2	0.89	0	6	-3
Cc1ccc(/C=N/NC(=O)c2ccncc2)o1	0	-0.9	0.98	11	1	0.89	1	2	8
Cc1cc(Nc2ccc(Cl)cc2)n(-c2ccccc2)n1	-7	-0.9	1	3	-1	0.97	-3	-4	34

3 entries already listed, arranged by their value in hIAP activ, low to high.
Molecule	hIAP activ
N#CCN(N=Nc1ccccc1)c1ccccc1	0.84
Cc1ccc(/C=N/NC(=O)c2ccncc2)o1	0.89
Cc1cc(Nc2ccc(Cl)cc2)n(-c2ccccc2)n1	0.97
